# USP30 inh: blocks human USP30 ubiquitin-rhodamine cleavage; Q70CQ3; purified USP30, Ub-rhodamine cleavage fluorescence; inhibition, % at 25 µM; 47,000 compounds, 5.3% hits; AID 1645860
# USP7 inh: blocks human USP7 ubiquitin-rhodamine cleavage; Q93009; AID 1645854; purified USP7, Ub-rhodamine cleavage fluorescence; 47,000 compounds, 0.3% hits; inhibition, % at 20 µM
# UCHL1 block: blocks human UCHL1 ubiquitin-rhodamine cleavage. P09936. purified UCHL1, Ub-rhodamine cleavage fluorescence. inhibition, % at 20 µM. 47,000 compounds, 0.2% hits. AID 1645859
# USP28 block: human USP28 deubiquitinase inhibition | 47,000 compounds, 3% hits | Q96RU2 | AID 1645857 | inhibition, % at 25 µM | purified USP28, Ub-rhodamine cleavage fluorescence, 30 min
# Target sequence (Q96RU2 whole entry, looked up): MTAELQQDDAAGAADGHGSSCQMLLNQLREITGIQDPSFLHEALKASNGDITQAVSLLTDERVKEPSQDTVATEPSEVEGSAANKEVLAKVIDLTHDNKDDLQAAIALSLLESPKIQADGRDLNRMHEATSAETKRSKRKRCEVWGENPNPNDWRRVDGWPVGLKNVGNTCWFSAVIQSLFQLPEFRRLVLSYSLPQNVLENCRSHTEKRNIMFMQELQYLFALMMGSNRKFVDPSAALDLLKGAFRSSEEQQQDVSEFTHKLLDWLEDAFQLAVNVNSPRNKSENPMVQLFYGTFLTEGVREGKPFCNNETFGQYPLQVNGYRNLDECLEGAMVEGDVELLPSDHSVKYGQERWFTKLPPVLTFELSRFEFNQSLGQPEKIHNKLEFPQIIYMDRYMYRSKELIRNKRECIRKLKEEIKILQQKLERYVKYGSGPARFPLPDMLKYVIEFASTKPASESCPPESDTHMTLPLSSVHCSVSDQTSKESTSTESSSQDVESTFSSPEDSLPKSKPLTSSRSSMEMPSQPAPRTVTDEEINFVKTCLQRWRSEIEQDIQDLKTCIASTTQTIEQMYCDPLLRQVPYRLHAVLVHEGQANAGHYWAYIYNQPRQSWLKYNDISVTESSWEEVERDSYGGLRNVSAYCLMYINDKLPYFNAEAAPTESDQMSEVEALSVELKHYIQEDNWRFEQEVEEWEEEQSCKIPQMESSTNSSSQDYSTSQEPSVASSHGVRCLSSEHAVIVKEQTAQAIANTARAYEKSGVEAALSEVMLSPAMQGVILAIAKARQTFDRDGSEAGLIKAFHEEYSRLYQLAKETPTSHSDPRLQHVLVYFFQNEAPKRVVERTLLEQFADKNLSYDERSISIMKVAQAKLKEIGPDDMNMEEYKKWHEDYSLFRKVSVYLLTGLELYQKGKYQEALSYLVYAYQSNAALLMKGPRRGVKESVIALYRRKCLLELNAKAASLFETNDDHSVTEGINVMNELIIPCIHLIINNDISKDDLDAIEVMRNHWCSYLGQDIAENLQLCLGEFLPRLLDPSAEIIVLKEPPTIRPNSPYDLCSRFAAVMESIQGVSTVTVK
# USP8 block: blocks human USP8 ubiquitin-rhodamine cleavage. P40818. purified USP8, Ub-rhodamine cleavage fluorescence, 30 min. inhibition, % at 20 µM. 47,000 compounds, 4.2% hits. AID 1645853
# OTUD3 inh: blocks human OTUD3 ubiquitin-rhodamine cleavage | purified OTUD3, Ub-rhodamine fluorescence, 2 h | inhibition, % at 25 µM | 47,000 compounds, 0.7% hits | AID 1645858
# USP17 inh: human USP17-like deubiquitinase inhibition | purified USP17, Ub-rhodamine cleavage fluorescence, 3 h | inhibition, % at 50 µM | A8MUK1 | 47,000 compounds, 6.5% hits
# USP10 inh: inhibitors of human USP10 deubiquitinase; Q14694; purified USP10, Ub-rhodamine fluorescence, 60 min; inhibition, % at 20 µM; 47,000 compounds, 1.1% hits; AID 1645856
# * hit, by the source's call; i = inactive; / = no result given. Cut-off read from the data, not from the text of the source: active = inhibition above about 30%; inactive = the rest. Some of the compounds tested, so the mix of outcomes need not match the whole.
# Below each compound – USP30 inh | USP7 inh | UCHL1 block | USP28 block | USP8 block | OTUD3 inh | USP17 inh | USP10 inh
1	Cn1ccnc1CN1C[C@H]2CCN(c3ncccn3)C[C@H]2C1
  i | -52 | -48 | -220 | -196 | -202 | -171 | -3
2	Cc1ccc(N2CC[C@@H]3[C@@H]2CCN3Cc2cccc(C#N)c2)nn1
  -11 | 1 | -1 | -1 | 2 | 4 | -20 | 0
3	CCCn1c(C(=O)c2ccccc2)nc2ccccc21
  28 | -2 | 5 | 18 | 25 | 12 | 17 | 6
4	CCCOC(=O)C1=C(C)N[C@]2(C)C[C@H]1c1ccccc1O2
  -6 | -42 | -1 | 6 | -20 | 0 | -9 | 0
5	CC[C@@]1(O)C[C@H](OC2CC(N(C)C)C(OC3CC4OC5CC(=O)C(C)OC5OC4C(C)O3)C(C)O2)c2c(cc3c(c2O)C(=O)c2c(O)ccc(O)c2C3=O)[C@H]1C(=O)OC (stereo not given in full)
  i | -128 | -151 | -206 | -280 | -169 | -163 | -2
6	CC1=C(C(=O)OCC(C)C)[C@H]2C[C@@](C)(N1)Oc1ccccc12
  -4 | -30 | 0 | -22 | -11 | -7 | -2 | -2
7	CN(C)C1(CNC(=O)Cc2ccccc2F)CCCCC1
  -6 | 0 | -4 | -9 | 8 | 2 | -10 | -1
8	Cc1cc(OCC(=O)N2CCN(Cc3ccncc3)CC2)ccc1Cl
  -8 | -3 | -3 | -4 | -14 | -4 | / | -1
9	N#Cc1sc2nc3c(cc2c1N)CCC3
  8 | 2 | 4 | 5 | 26 | -1 | 6 | 3
10	CN1CCN(c2c3c(nc4ncnn24)CCC3)CC1
  -2 | 0 | -2 | -1 | 0 | -2 | -5 | 0
11	CC(C)N1CCOCC2(CN(C(=O)c3cccnc3)CCO2)C1 (stereo not given)
  18 | 3 | 1 | 0 | -28 | 7 | -6 | 1
12	CC(C)=C1CCC23COC(C2)C(O)(C(=O)O)CCC13 (stereo not given)
  -10 | -5 | -7 | 4 | -30 | 2 | 1 | -8
13	O=S(=O)(c1ccccc1)N1C[C@H]2CNC[C@H]2C1
  13 | 5 | 0 | 7 | -53 | 12 | 3 | 0
14	Cc1cccc(CN2C[C@@H]3C[C@@H](c4nc(C)no4)O[C@@H]3C2)n1
  -26 | 3 | -1 | -25 | -94 | -10 | -25 | -4
15	Clc1ccc(Cn2ccnc2)cn1
  0 | 0 | 0 | -4 | -80 | -4 | 0 | 2
16	COc1ccc(NC(=O)c2cnn(Cc3ccccc3)c2)cc1OC
  -10 | -5 | -2 | 6 | -2 | -11 | -17 | 0
17	CN1C(=O)OC2(CCN(Cc3ccc(O)cc3)CC2)c2ccccc21
  20 | 2 | 0 | 7 | -1 | 6 | -1 | 2
18	FC(F)(F)c1cccc(C(OCCN2CCCC2)c2ccccc2)c1 (stereo not given)
  -57 | -33 | -5 | -8 | -3 | -4 | -26 | -3
19	Cc1ccccc1COc1ccc(C2SCC(=O)Nc3n[nH]c(C)c32)cc1 (stereo not given)
  41* | -52 | 3 | 22 | -32 | 13 | 36* | 12
20	CC(C)CN1C[C@H]2C[C@H](C(=O)NCc3cccnc3)[C@@H](C1)O2
  1 | 1 | -2 | 0 | 3 | 6 | 1 | -2
21	Cc1cc(CN2C[C@H](OCC3CCOCC3)[C@H]3OCCC[C@H]32)no1
  29 | 3 | 2 | 16 | -27 | 14 | 9 | 2
22	O=[N+]([O-])c1ccc(NCCCN2CCOCC2)c2ncccc12
  -19 | -2 | 1 | 2 | -60 | 5 | 7 | -3
23	c1ccc(CN2CC[C@@H]3[C@@H](CO[C@@H]3CNc3ncccn3)C2)nc1
  -16 | -3 | -1 | -18 | -60 | -8 | -30 | -2
24	O=C(O)CC(CNC(=O)Cc1c[nH]c2ccccc12)c1ccc(Cl)cc1 (stereo not given)
  -2 | 3 | 0 | -5 | -10 | -6 | -1 | 0
25	CC12CN3CC(c4ccccc4)(CN(C1)C3c1ccccn1)C2=O (stereo not given)
  6 | -2 | -5 | 0 | 0 | -4 | 0 | 2
26	COc1cc2c(c3oc4cccc(O)c4c(=O)c13)C1C=COC1O2 (stereo not given)
  20 | -9 | 4 | 50* | 3 | 11 | 54* | 4
27	OC1/C(=C/c2ccc(C(F)(F)F)cc2)N2CCC1CC2 (stereo not given)
  0 | -1 | 4 | 2 | 7 | 3 | -2 | 3
28	Cn1nc(C2CCCCC2)cc1[C@H]1CN2CC[C@H]1C[C@@H]2CNC(=O)Nc1ccccc1
  2 | -31 | -2 | 0 | -25 | -7 | -22 | -5
29	CC(=O)C(=O)NC1/C=C(C)/C=C\C(O)C/C=C(C)/C=C\C(O)CC2OC(=O)C1(C)C(=O)C2C (stereo not given)
  -169 | -27 | -26 | -50 | -104 | -41 | -97 | -8
30	Cc1nc(S(=O)(=O)N2CCCCC2c2cccnc2)cn1C (stereo not given)
  / | 2 | -1 | / | -11 | 1 | -6 | -2

# Screen by screen, from the results shown:
# Nos. 24–30 in USP10 inh read 0, 2, 4, 3, -5, -8, -2

# The main list resumes with the two entries that preceded the break.
# Below each compound – USP30 inh | USP7 inh | UCHL1 block | USP28 block | USP8 block | OTUD3 inh | USP17 inh | USP10 inh
29	CC(=O)C(=O)NC1/C=C(C)/C=C\C(O)C/C=C(C)/C=C\C(O)CC2OC(=O)C1(C)C(=O)C2C (stereo not given)
  -169 | -27 | -26 | -50 | -104 | -41 | -97 | -8
30	Cc1nc(S(=O)(=O)N2CCCCC2c2cccnc2)cn1C (stereo not given)
  / | 2 | -1 | / | -11 | 1 | -6 | -2
31	O=C(CN1CCCc2ccccc21)Nc1ccc(Cl)cc1C(=O)c1ccccc1
  / | -106 | 4 | / | -12 | -1 | -7 | -3
32	Cc1ccc(NC(=O)Nc2ccc(C)n(CC(=O)N3CCC4(CC3)OCCO4)c2=O)cc1
  -3 | 0 | 0 | -9 | -2 | -5 | -2 | -2
33	O=C1Nc2ccccc2C2(CCN(Cc3ccncc3)CC2)O1
  17 | -1 | -1 | 8 | 12 | 6 | 2 | -1
34	Cc1ccc2nc(COC(=O)C(O)(c3ccccc3)c3ccccc3)cc(=O)n2c1
  -56 | -15 | 2 | 11 | 40* | -4 | -2 | -2
35	CCSc1nc(NC(C)C)c2cnn(CCN)c2n1
  -2 | -5 | 0 | 28 | 1 | 0 | -10 | -1
36	Cn1ccnc1CN1CCOC2(CCCN(c3ccccn3)C2)C1 (stereo not given)
  -20 | 1 | -5 | -13 | -4 | -4 | -4 | 1
37	CCC(CC)COC(=O)C1=C(C)N[C@]2(C)C[C@H]1c1ccccc1O2
  -26 | 3 | 0 | -2 | 3 | 4 | 30 | -3
38	CO/C1=C\C(C)=C\[C@@H](C)[C@@H](O)[C@H](C)C/C(C)=C/C=C/[C@H](OC)[C@@H]([C@@H](C)[C@@H](O)[C@H](C)[C@@]2(O)C[C@@H](OC(=O)/C=C/C(=O)NC3=C(O)CCC3=O)[C@H](C)[C@@H](C(C)C)O2)OC1=O
  -60 | 22 | 4 | 19 | -7 | 3 | 40* | 25
39	O=C1CSC(c2ccc(F)cc2)c2c(n(C3CCCCCC3)[nH]c2=O)N1 (stereo not given)
  30* | 22 | 4 | 11 | 83* | 8 | 17 | 11
40	CN1CC[C@@H]2[C@H](C1)CN2C(=O)Nc1ccc(F)cc1
  -18 | 1 | 0 | 10 | 3 | 15 | 1 | -2
41	Cc1nn(C2CCOC(C)(C)C2)c2c1C(c1ccccc1)SCC(=O)N2 (stereo not given)
  23 | 2 | 0 | 2 | 3 | 5 | -24 | 2
42	O=C1NCC2(CCNCC2)Oc2ccccc21
  -80 | 6 | 1 | 0 | 9 | 7 | 6 | 1
43	C[C@@H]1O[C@H]2C3=C(C(=O)[C@H]4O[C@H]4[C@@H]3O)[C@@H]1[C@H]1[C@H](C)OC=C3[C@@H](O)[C@@H]4O[C@@H]4C(=O)[C@]312
  0 | 6 | 1 | 1 | -8 | 25 | -5 | -2
44	CCn1cc(C(=O)NCc2ccc3c(c2)OCO3)c2cccnc21
  1 | 0 | 1 | 11 | 7 | 6 | -7 | -3
45	COC[C@H]1OC(=O)c2coc3c2[C@@]1(C)C1=C(C3=O)C2CCC(=O)[C@@]2(C)C[C@H]1OC(C)=O (stereo not given in full)
  -244 | -137 | -129 | -75 | -289 | -79 | -71 | -4
46	Cc1nc(NCC2CC2)nc2c1COCC21CCN(CC(C)C)C1 (stereo not given)
  -2 | -3 | -3 | 8 | -17 | -7 | -7 | -1
47	COc1ccc(C2SCC(=O)Nc3c2c(-c2ccccc2)nn3-c2ccccc2)cc1 (stereo not given)
  14 | 10 | 9 | 25 | 9 | 17 | 13 | 7
48	COc1ccc(C[C@H]2C(=O)N[C@@H](C)C(=O)N(C)[C@H]3Cc4ccc(cc4)Oc4cc(ccc4O)C[C@@H](C(=O)N[C@H](C)C(=O)N[C@@H](CCC(=O)O)C(=O)N2C)N(C)C3=O)cc1
  -10 | 0 | 0 | -5 | 0 | -6 | -11 | -6
49	CN(C)Cc1c[nH]c2ccccc12
  1 | 0 | 0 | -1 | 3 | 0 | -3 | 3
50	Cc1cnc(N2CCOC3(COCCN(CCN(C)C)C3)C2)nc1 (stereo not given)
  9 | 8 | 1 | 9 | -84 | 6 | -8 | 3

# Single values from the results shown.
# Under USP28 block, cpd 43 shows 1
# Under OTUD3 inh, cpd 44 shows 6
# Under USP10 inh, cpd 45 shows -4
# Under USP10 inh, cpd 50 shows 3

# More structures follow:
# Below each compound – USP30 inh | USP7 inh | UCHL1 block | USP28 block | USP8 block | OTUD3 inh | USP17 inh | USP10 inh
51	C/C=C(\C)[C@H](O)[C@H](C)/C=C(C)/C=C/C/C(C)=C/Cc1[nH]c(OC)c(OC)c(=O)c1C
  -32 | -3 | -4 | -11 | -11 | -8 | -56 | -5
52	O=C(Nc1nc2ccccc2s1)c1cccn(Cc2ccc(Cl)cc2)c1=O
  -17 | 10 | 1 | -13 | 5 | -4 | 7 | 10
53	CCC(C)n1[nH]c(=O)c2c1NC(=O)CSC2c1ccc(OC)cc1 (stereo not given)
  -3 | 3 | -1 | 0 | 1 | -4 | 2 | -1
54	Cn1ccnc1CN1C(=O)CO[C@H]2CN(Cc3ccncc3)C[C@H]21
  4 | 2 | 0 | -1 | -16 | 7 | 1 | 0
55	Cc1ccc(C2SCC(=O)Nc3c2c(=O)[nH]n3C2CCCCC2)cc1 (stereo not given)
  17 | 23 | 1 | 10 | 88* | 18 | 22 | 20
56	COc1ccccc1C1CN(C(=O)Cc2c(C)n[nH]c2C)CCN1C (stereo not given)
  24 | 5 | 0 | 8 | 10 | 11 | 7 | 0
57	O=C1CC2(CCNCC2)CC(=O)N1CC1CC1
  13 | 1 | -3 | 5 | -43 | 5 | 2 | 1
58	Cc1ccc(C)c(C2NCc3ccccc3-n3cccc32)c1 (stereo not given)
  10 | 10 | 8 | 10 | 14 | 7 | 7 | 2
59	CCN1CCC2(COCc3c(C)nc(-c4ccccc4)nc32)C1 (stereo not given)
  14 | 1 | 0 | 36* | 4 | 5 | -4 | 0
60	N#Cc1ccc(NC(=O)c2ccccc2Oc2ccccc2)cc1Cl
  16 | 4 | 5 | 18 | 2 | 7 | -26 | 6

# Results in USP8 block, for some of the entries so far:
nr	smiles	USP8 block
58	Cc1ccc(C)c(C2NCc3ccccc3-n3cccc32)c1 (stereo not given)	14
54	Cn1ccnc1CN1C(=O)CO[C@H]2CN(Cc3ccncc3)C[C@H]21	-16
60	N#Cc1ccc(NC(=O)c2ccccc2Oc2ccccc2)cc1Cl	2

# More results
# Below each compound – USP30 inh | USP7 inh | UCHL1 block | USP28 block | USP8 block | OTUD3 inh | USP17 inh | USP10 inh
61	CCc1ccccc1NC(=O)CN1C(=O)CN=C(c2ccccc2)c2ccccc21
  12 | 2 | 1 | 2 | 2 | 3 | -1 | 8
62	CCC(C)[C@H]1C(=O)N(C)[C@@H](C)C(=O)NCCC(=O)O[C@H](CC(C)C)C(=O)N2CC[C@H](C)[C@H]2C(=O)N[C@@H]([C@@H](C)CC)C(=O)N1C (stereo not given in full)
  -385 | -31 | -27 | -72 | -141 | -68 | -90 | -6
63	C=CC1CN2CCC1CC2C(O)c1ccnc2ccccc12 (stereo not given)
  -9 | 0 | -1 | -12 | 1 | -7 | -7 | -1
64	CC(C)=CCC[C@H](C(=O)O)[C@@H]1CC[C@]2(C)C3=C(CC[C@@]12C)[C@@]1(C)CCC(=O)C(C)(C)C1CC3 (stereo not given in full)
  32* | 6 | 0 | 17 | 13 | 11 | 36* | 38*
65	Cc1cc2c(cc1O)[C@@]1(C)CC[C@@](O)(O2)C1(C)C
  11 | 1 | -2 | 3 | -4 | -2 | 3 | -3
66	CC(=C/C(C)C/C=C/C(C)=C/C(CO)C(=O)C(C)C(O)C(C)C/C(C)=C/C(=O)O)/C=C/C1OC(=O)C=CC1C (stereo not given)
  -61 | 0 | -6 | -9 | -21 | -11 | -14 | -4
67	Cc1cc(C)nc(-n2nc(C)c3c2NC(=O)CSC3c2cccc(F)c2F)n1 (stereo not given)
  -3 | 0 | 0 | -2 | 0 | -5 | -1 | 0

# From PubChem BioAssay
